GalR3 antagonist: GalR3 antagonists in HEK293 cells, primary screen, cell-based, fluorescence readout | inhibition, % at 3 µM | Galanin receptor type 3 (Homo sapiens), O60755 | actives 0.44% (n = 360,000) | HEK293 GalR3-CNG cAMP membrane potential fluorescence; galR3 body fused to GalR1 C-terminus;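 active = inhibition above the screen-wide average plus 3 SD, cut at about 13% in these data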;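 note: forskolin and galanin both at EC90 stimulate the cells; cAMP rise reported by CNG channel membrane potential dye signal; 0% = forskolin plus galanin with DMSO and 100% = forskolin alone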
MEKK3 PB1 HTS: modulators of MEKK3-MEK5 PB1 binding, primary screen, biochemical, wildtype MEKK3, multiplex bead flow cytometry, Alexa488-MEK5. actives 1.4% (n = 290,000). bead-based flow cytometry, Alexa488-MEK5 binding to MEKK3; actives lie on both sides; 0 = blocked by unlabeled MEK5, 100 = vehicle. binding response (% of control), % at 10 µM. Mitogen-activated protein kinase kinase kinase 3 (Homo sapiens), Q99759;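 active = binding response more than 3 SD above or below the average of its plate-row segment, actives on both sides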;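 note: Alexa488 bead fluorescence after subtracting the streptavidin-only scavenger bead signal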
Target sequence (Q99759 whole entry, looked up): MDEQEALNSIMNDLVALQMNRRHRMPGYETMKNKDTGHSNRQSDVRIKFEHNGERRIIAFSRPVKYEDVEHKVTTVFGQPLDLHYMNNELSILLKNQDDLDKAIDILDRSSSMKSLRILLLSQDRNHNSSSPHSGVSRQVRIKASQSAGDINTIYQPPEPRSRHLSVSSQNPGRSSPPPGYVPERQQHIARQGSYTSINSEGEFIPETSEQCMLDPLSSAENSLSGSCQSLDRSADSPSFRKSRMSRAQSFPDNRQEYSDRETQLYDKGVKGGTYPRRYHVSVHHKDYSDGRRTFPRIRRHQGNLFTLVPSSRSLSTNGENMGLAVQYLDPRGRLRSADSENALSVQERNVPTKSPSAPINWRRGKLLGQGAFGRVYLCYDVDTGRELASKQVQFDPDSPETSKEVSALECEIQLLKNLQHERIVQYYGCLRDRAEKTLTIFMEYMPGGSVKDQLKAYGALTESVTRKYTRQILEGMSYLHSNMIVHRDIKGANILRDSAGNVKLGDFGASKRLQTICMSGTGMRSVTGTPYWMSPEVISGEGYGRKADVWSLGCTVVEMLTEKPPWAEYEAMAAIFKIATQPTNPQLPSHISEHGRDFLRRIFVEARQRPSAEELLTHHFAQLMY
SUMO HTRF inh: inhibitors of in vitro SUMOylation cascade, primary screen, biochemical, HTRF, uHTS; SUMO-conjugating enzyme UBC9 (Homo sapiens), P63279; HTRF SUMOylation assay, SAE1/SAE2 + UBC9; inhibition, % at 35 µM; actives 0.36% (n = 290,000); in the data active = inhibition above about 50%, passing the limit was not always enough; note: strong numbers were not always called active
Target sequence (P63279 whole entry, looked up): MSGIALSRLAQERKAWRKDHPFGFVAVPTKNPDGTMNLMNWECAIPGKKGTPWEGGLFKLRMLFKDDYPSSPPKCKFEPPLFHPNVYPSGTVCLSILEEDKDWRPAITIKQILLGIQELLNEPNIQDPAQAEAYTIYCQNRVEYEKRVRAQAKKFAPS
DNA FID counter: compounds displacing fluorescent DNA intercalator, primary screen, artefact control for HCV NS3 helicase inhibitor project, biochemical, FID fluorescence; AID 1845, 2009; inhibition, % at 7.9 µM; DNA fluorescent intercalator displacement; actives 0.17% (n = 290,000); in the data active = inhibition above about 37%;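 note: 0% = vehicle and 100% = reference compound; higher means more ethidium bromide displaced from hairpin DNA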
CRFBP-R2 block: antagonists of CRF-BP/CRF-R2 complex, primary screen, cell-based, HEK293, calcium dye fluorescence, uHTS; CRF-induced calcium fluorescence; inhibition, % at 11.8 µM; actives 0.59% (n = 350,000); AID 588475, 2011;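 active = inhibition of the ligand-induced calcium signal above about 50% at the single tested concentration, limit read from the data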
CRFR2-BP ag: agonists of CRF-BP/CRF-R2 complex, primary screen, cell-based, HEK293, calcium dye fluorescence, uHTS. CRF-binding protein / CRF receptor 2 complex (human). calcium dye fluorescence (FLIPR); percent of saturating CRF peptide response. activation, % at 13.2 µM. actives 0.46% (n = 350,000);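 active = activation of at least 50%, plus an integration ratio under a set limit after plate pattern correction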;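 note: plate controls were neutral control wells without compound for no effect and CRF at EC100 for full effect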
MEKK2 mut-MEK5: MEK5 binding signal on mutant MEKK2 PB1, primary screen, biochemical, multiplex bead flow cytometry, Alexa488-MEK5 | Alexa488-MEK5 binding to MEKK2 mutant | percent response, % at 10 µM | actives 0.35% (n = 290,000) | AID 1530, 2009; in the data active = percent response above about 24%, passing the limit was not always enough; note: inactives centre near 1; some results filed as inactive read as strong as hits
NS3 helicase inh: inhibitors of HCV NS3 helicase, primary screen, biochemical, Cy5 molecular beacon fluorescence; Hepatitis C virus NS3 helicase; NS3 helicase DNA unwinding; inhibition, % at 10.9 µM; actives 0.56% (n = 290,000); AID 1800, 2009;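 active = inhibition above the mean of all tested compounds plus 3 SD, set per campaign, cut at about 35% in these data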;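 note: 0% = DMSO wells and 100% = thioflavine S control wells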
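Measured by: Cy5 fluorescence, 0 and 60 min reads / Assay system: NS3 helicase fragment of HCV / Control set: low DMSO, high thioflavine S at 110 µM / Times: 1 h reaction at 25 °C, ATP-initiated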
MEKK2wt PB1 HTS: modulators of MEK5 binding to wildtype MEKK2, primary screen, biochemical, multiplex bead flow cytometry, Alexa488-MEK5. Mitogen-activated protein kinase kinase kinase 2 (Homo sapiens), Q9Y2U5. Alexa488-MEK5 binding to MEKK2 WT; actives lie on both sides. binding response (% of control), % at 10 µM. actives 1.1% (n = 290,000); in the data active = binding response below about 67% or above about 130%
Numbers without * were called inactive; · = not tested or not shown; [ ] = dose if it differs, or a comment. These rows are one share of the data; the hit share may differ from the screen's.

molecule	GalR3 antagonist	MEKK3 PB1 HTS	SUMO HTRF inh	DNA FID counter	CRFBP-R2 block	CRFR2-BP ag	MEKK2 mut-MEK5	NS3 helicase inh	MEKK2wt PB1 HTS
COc1cccc(S(=O)(=O)Nc2cccc(C(=O)N3CCCC3)c2)c1	0	102	15	-14	7	-1.7	0	12	102
Fc1cccc(Nc2c3c(nc4ccccc24)CCC3)c1	-12	105	12	-1	-1	0.4	7	0	108
NC(=O)C1CCN(C(=O)Cn2cccc2C(=O)c2ccccc2)CC1	-4	97	12	-1	5	0.3	-5	-5	92
Cc1cc(=O)n2nc(N3CCCC(C(=O)N4CCc5ccccc54)C3)sc2n1 (centres undefined)	·	97	2	-29	-1	-0.2	1	7	97
Cc1ccc2[nH]c(C(=O)O)c(NC(=O)c3ccccc3[N+](=O)[O-])c2c1	-9	117	11	0	20	-1.1	1	-13	103
CCN=C1S/C(=C\c2cc(Cl)c(OC)c(OC)c2)C(=O)N1CC	-8	101	12	-7	4	0.1	5	-10	104
COc1ccc(C(NC(=O)c2c(F)c(F)c(F)c(F)c2F)c2ccccc2)cc1 (centres undefined)	-10	96	-22	-4	31	0.3	10	-9	103
COc1ccc(Cn2c(=O)c3[nH]cnc3n(-c3ccccc3C)c2=O)cc1	-4	100	11	-9	14	-0.4	-2	-4	99
CCOC(=O)c1c(C)c(C(=O)N2CCc3ccccc3C2)c(C)n1CC	-5	100	15	-35	2	0.9	-3	-13	98
CCCCn1c(O)c(C(CC)=Nc2ccc3c(c2)CCC3)c(=O)[nH]c1=O	-5	93	18	-2	-11	4.2	-11	7	84
CCOC(=O)N1CCc2c(sc3nc4n(c(=O)c23)N=C(c2ccc(OC)cc2)CS4)C1	-3	104	9	-8	-4	-0.4	-1	4	99
COc1ccc(C(=O)NCc2nnc(SCC(=O)Nc3ccccc3F)o2)cc1	0	3.0*[inhibitor]	15	-3	5	-0.4	-67	-10	3.0*[inhibitor]
CC(=O)c1cccc(NC(=O)COc2ccccc2)c1	-5	98	9	-4	-47	-1.3	-2	0	96
CCOCC(=O)Nc1ccc(S(=O)(=O)NCC2CCCO2)cc1 (centres undefined)	-11	100	2	-4	7	1.0	-2	14	96
COc1ccc(NC(=O)O/N=C2/CCCc3ccc(OC)cc32)cc1	-1	99	-29	-10	-19	0.3	-3	2	92
COCCN(CCOC)S(=O)(=O)c1ccc(C(=O)Nc2nnc(COC)o2)cc1	1	102	13	-12	19	2.6	11	-1	101
COCCN(C(=O)CSc1nnc(C)n1Cc1ccccc1)c1c(N)n(Cc2ccccc2)c(=O)[nH]c1=O	·	98	2	-26	-1	-0.3	-3	-20	96
CN(CC(=O)Nc1ccc(N2CCOCC2)cc1)C(=O)c1ccc(O)c(Cl)c1	-1	101	6	-8	-6	0.0	6	6	107
CC1(C)SC2c3ccccc3C(=O)N2[C@@H]1C(=O)NCCCN1CCOCC1 (some centres undefined)	1	104	1	-3	18	-1.1	9	0	105
O=C(CSc1nnc(NC(=O)C2CC(=O)N(c3ccccc3)C2)s1)NCc1ccco1 (centres undefined)	1	97	6	-33	-3	-0.6	1	4	102
Cc1ccc(N2C(=O)[C@@H]3[C@H](C2=O)C2c4ccccc4C=CN2[C@@H]3C(=O)c2ccco2)cc1 (some centres undefined)	2	101	45	-14	-4	6.0	1	24	97
COc1ccccc1C(=O)NCC(c1cccnc1)N(C)C (centres undefined)	-5	100	30	0	3	0.5	-3	-8	96
CC(C)c1ccc(OCC(=O)Nc2ccc(OC(F)(F)F)cc2)cc1	0	101	13	-8	-10	-2.1	18	5	107
COc1cccc(CNn2c(-c3cccc(C)c3)nc3ccccc3c2=O)c1O	6	105	23	-27	16	0.9	2	-10	101
CCCCNS(=O)(=O)c1ccc2nc(SCC(=O)N3CC(C)OC(C)C3)[nH]c2c1 (centres undefined)	-3	103	8	-22	25	3.2	6	2	102
CC12CCC(C/C1=N/NC(=O)Nc1ccccc1)C2(C)C (centres undefined)	4	101	22	-7	-59	-0.1	-3	-1	95
CC(C(=O)N1CCN(C)CC1)N1C(=O)c2ccccc2C1=O (centres undefined)	-3	109	9	3	0	-0.3	7	1	113
COc1ccccc1CN1CCNC(=O)C1CC(=O)NCc1c(C)n[nH]c1C (centres undefined)	-1	100	3	-11	1	1.6	-10	11	98
Cc1cccc(/C=C(\C#N)C(=O)Nc2ccccn2)c1	-7	101	10	-7	-53	16	7	0	103
O=C(c1ccc(Cn2c(=S)[nH]c3ccc(Br)cc3c2=O)cc1)N1CCN(C2CCCCC2)CC1	5	97	2	-5	-17	2.9	6	-9	111

Overlap with the part before: 3 compounds; new compounds follow.
molecule	GalR3 antagonist	MEKK3 PB1 HTS	SUMO HTRF inh	DNA FID counter	CRFBP-R2 block	CRFR2-BP ag	MEKK2 mut-MEK5	NS3 helicase inh	MEKK2wt PB1 HTS
COc1ccccc1CN1CCNC(=O)C1CC(=O)NCc1c(C)n[nH]c1C (centres undefined)	-1	100	3	-11	1	1.6	-10	11	98
Cc1cccc(/C=C(\C#N)C(=O)Nc2ccccn2)c1	-7	101	10	-7	-53	16	7	0	103
O=C(c1ccc(Cn2c(=S)[nH]c3ccc(Br)cc3c2=O)cc1)N1CCN(C2CCCCC2)CC1	5	97	2	-5	-17	2.9	6	-9	111
CCOC(=O)N1CCN(S(=O)(=O)c2ccc(F)cc2)CC1	2	86	17	-1	9	0.4	-9	10	87
COC(=O)c1c(C(=O)OC)c2n(c1C)CCS2	-1	89	18	-2	-10	-1.5	-24	-6	91
O=C1CCCC2=C1C1(CCCCC1)N=C(Nc1nc3ccccc3s1)N2	0	92	10	2	-26	-2.6	-6	7	96
CN1CCN(S(=O)(=O)c2ccc(NC(=O)Cc3ccc([N+](=O)[O-])cc3)cc2)CC1	2	104	14	27	-43	14	13	-3	111
CCOC(=O)N1CCN(CCC(=O)Nc2cc(OC)ccc2OC)CC1	-3	96	-18	-15	3	-0.8	-3	0	94
CC1CN(C(=O)Cn2cnc3c2c(=O)n(C)c(=O)n3C)CC(C)O1 (centres undefined)	-1	95	-8	-3	6	0.0	0	-10	97
Cc1ccc(NC(=O)C2COc3ccccc3O2)cc1C (centres undefined)	·	105	0	-13	1	0.1	2	0	105
CCc1ccc(CN(C)C(=O)c2ccc3c(=O)n4c(nc3c2)CCC4)cc1	1	103	3	-37	-13	0.4	10	3	109
COc1ccc(C)cc1S(=O)(=O)N1CCCCCC1	-2	129*	11	-14	4	-0.7	26	1	112
Cc1cc(NS(=O)(=O)c2ccc(N3C(=O)C4C5C=CC(C5)C4C3=O)cc2)nc(C)n1 (centres undefined)	-2	102	23	2	-4	5.8	11	-3	95
Cc1csc(NC(=O)CSc2nnc(C)s2)n1	-5	98	25	-3	-8	-0.7	4	-4	101
COCc1nnc(NC(=O)c2cccc(NC(=O)C(C)C)c2)s1	-2	102	7	2	31	0.4	-8	-9	101
Cc1[nH]n(-c2nc(-c3cccc([N+](=O)[O-])c3)cs2)c(=O)c1C	2	97	-4	-5	-3	-1.8	-2	9	93
Cc1cccc(Nc2nc3c(s2)CCCC3)c1	-2	98	-28	-7	-4	-0.9	1	-2	100
CCOc1ccc(-c2cc(C(=O)OC)[nH]n2)cc1	0	162*	1	-5	-3	2.9	880*	0	97
O=C(CCl)Nc1cccc(CP(=O)(c2ccccc2)c2ccccc2)c1	-2	101	10	-13	-4	-0.1	1	7	96
c1ccc2[nH]c(CN3CCCCC3)nc2c1	-2	106	-4	-5	-9	-0.6	7	-2	107
O=P(O)(CCc1ccccc1)CN1CCCCC1	-6	93	6	3	-30	1.2	-1	-3	94
O=C(Cc1cccs1)N(Cc1ccco1)C1(C(=O)NC2CCCC2)CCCCC1	-6	96	18	-31	15	1.4	-3	-9	99
Nc1cc(N)nc(SCc2cc(=O)oc3cc4c(cc23)CCC4)n1	-3	98	-3	-22	-1	-1.7	-2	-5	92
N#C/C(=C(/O)CN1CCOCC1)c1nc2ccccc2s1	-3	114	4	-1	-14	1.4	19	1	120
Cc1ccc(SCC(=O)NCCN2C(=O)CSC2=O)c(C)c1	2	104	1	3	-1	0.0	1	-4	97
COC(=O)c1cccc([N+](=O)[O-])c1CN1CCCC(C(N)=O)C1 (centres undefined)	-7	92	19	1	6	2.5	-2	4	93
COC(=O)Nc1ccc(S(=O)(=O)N2CCC(C(=O)N3CCCC(C)C3)CC2)cc1 (centres undefined)	-5	105	-18	-27	2	0.0	-3	-1	101
CCCCC(c1nnnn1CC1CCCO1)N1CCN(c2cc(Cl)ccc2C)CC1 (centres undefined)	-4	96	1	-14	12	-1.2	-19	-4	93
COP(=O)(CC(=O)c1ccccc1)CC(=O)c1ccccc1	-7	107	-2	-7	-9	1.2	6	8	109
COc1ccc(-c2cc(C(=O)N3CCN(C(=O)c4ccco4)CC3)[nH]n2)cc1	0	100	6	-38	-1	-0.7	-1	-2	102
CCCc1nnc(SCC(=O)Nc2ccc(C(=O)OCC)cc2)o1	-10	101	0	-22	11	-1.2	7	4	100
Cc1csc2ncc(C(=O)NCc3ccccc3Cl)c(=O)n12	0	99	6	1	-3	-2.9	2	9	97
COC(=O)c1ccccc1NC(=S)NC(=O)c1ccc(C)cc1	1	106	14	-6	11	-1.2	22	8	120
COc1cc(C(=O)NNC(=S)NC(=O)/C=C/c2ccccc2)cc(OC)c1OC	-3	84	-54	-22	9	0.1	-21	8	86
COc1ccc(Cc2nnc(SCC(=O)NC(C)c3ccccc3)o2)cc1 (centres undefined)	-5	103	18	-18	7	-1.5	-3	-4	102
CCCCn1c(/N=C/c2ccccc2NS(=O)(=O)c2ccc(C)cc2)nc2ccccc21	-5	102	34	-2	17	-5.6	25	4	117
Cc1cc(OC(C)C(=O)NCc2cccnc2)c2c(C)c(Cc3ccccc3)c(=O)oc2c1 (centres undefined)	-9	99	-2	-38	3	1.1	2	-8	98
CCc1ccc(-c2cc(C)no2)cc1S(=O)(=O)N1CCN(c2cccc(C)c2C)CC1	1	96	2	-26	-14	2.0	-2	0	93
CCN1C(=O)[C@H]2[C@@H](c3ccc(C)cc3)N3C(=O)N(c4ccc(C(F)(F)F)cc4)C(=O)[C@@]3(Cc3ccccc3)[C@H]2C1=O	-11	102	-9	-22	-26	3.8	-9	-28	96
CCOC(=O)Nc1nnc(-c2ccc(OC)c(OC)c2)s1	-2	100	20	1	16	-1.2	0	-9	100

Screening data from PubChem.
